miR-122 sensor: miR-122 Renilla sensor signal increase in Huh7, primary screen, miR-122 inhibitor project, cell-based, single point, plate reader; activation (reporter increase), % at 12.5 µM; Huh7 miR-122 Renilla luciferase sensor, 48 h; neutral wells = 0, positive control = 100; AID 602342, 2012; actives 0.3% (n = 340,000);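 active means mean replicate activation score at least 90 and every replicate individually at or above 90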;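 further: higher luciferase means less miR-122 activity so hits act as miR-122 inhibitors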
PGC1a acetyl inh: inhibitors of PGC1a acetylation signal, primary screen, cell-based, U2OS, AlphaScreen, inhibitor mode. AlphaScreen anti-acetyl-lysine; with virally co-expressed GCN5 acetyltransferase. inhibition, % at 15.6 µM. actives 0.17% (n = 350,000). AID 651687, 2012;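 active means every replicate shows inhibition of at least 40%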;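 further: 0% = neutral control wells and 100% = positive control wells; some results beyond the cut were filed as inactive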
LGR2 inh: inhibitors of bursicon-induced LGR2 CRE-luciferase signal, primary screen, cell-based, HEK293, CRE-luciferase reporter, bursicon stimulation; Drosophila bursicon receptor LGR2 (rickets); bursicon-stimulated, 4 h; inhibition, % at 9.99 µM; actives 0.35% (n = 380,000); AID 720647, 2013;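 active means drop in luminescence signal, shown as inhibition above about 50% in the replicate tests, limit read from the data, passing the limit was not always enough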;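 further: agonist challenge used bursicon conditioned medium at about half maximal strength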
EWS-Fli inh: EWS/Fli-driven NR0B1 reporter inhibitors, primary screen, A673 cells, NR0B1 luciferase, luminescence, MLPCN library; viability-normalised; inhibition, % at 12.6 µM; actives 0.67% (n = 350,000);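 active means mean inhibition of at least 50% after viability correction, with every replicate also passing that limit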;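 further: firefly luciferase signal divided by Alamar Blue viability fluorescence both relative to DMSO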
FN deposition inh: inhibitors of fibronectin matrix deposition, primary screen, AH1F cells, Alexa488-fibronectin fluorescence, plate reader. inhibition, % at 12.6 µM. actives 0.086% (n = 350,000). AH1F fibroblasts, overnight;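 active means mean inhibition across replicates of 30% or more, regardless of how many single replicates reach that level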;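 further: positive control wells lacked labelled fibronectin entirely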
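Material: AH1F fibroblasts assembling fluorescent fibronectin matrix; amount: 10000 AH1F cells/well; medium: DMEM, 2% serum; reagent: Alexa488-fibronectin, 24 nM final in well; dosing: single compound dose, delivered by pin transfer; incubation: 1 h adhesion, overnight exposure; detection: fluorescence after three HBSS washes, excitation 485 nm, emission 525 nm; measure: fibronectin deposition inhibition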
PAX8 reporter: inhibitors of PAX8-driven TPO luciferase reporter, primary screen, RMG-I cells, single concentration; SteadyGlo, 24 h; inhibition, % at 12.6 µM; actives 1.2% (n = 360,000);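 active means mean replicate inhibition at least 60% with every replicate also reaching 60%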;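 further: luciferase light reporting Pax8 driven TPO promoter activity; plate controls were median of neutral control wells for no effect and mitoxantrone controls for full effect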
Casp6 inh: human caspase-6 inhibitors, primary screen, biochemical, VEID-R110 fluorescence, single point, set 2. P55212. purified caspase-6, Z-VEID-R110 cleavage fluorescence. inhibition, % at 12.5 µM. actives 0.53% (n = 350,000). AID 686996, 2013;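 active means mean inhibition across replicates at least about 35%, with every replicate also reaching that limit, limit read from the data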;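 further: 0% = median of neutral control wells and 100% = no fluorescence left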
Target sequence (P55212 24-179 limits assumed): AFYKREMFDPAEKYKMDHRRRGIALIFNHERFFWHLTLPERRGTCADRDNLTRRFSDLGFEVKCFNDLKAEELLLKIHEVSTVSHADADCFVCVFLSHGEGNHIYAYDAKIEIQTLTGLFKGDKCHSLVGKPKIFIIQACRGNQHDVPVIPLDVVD
Target sequence (P55212 194-293 limits assumed): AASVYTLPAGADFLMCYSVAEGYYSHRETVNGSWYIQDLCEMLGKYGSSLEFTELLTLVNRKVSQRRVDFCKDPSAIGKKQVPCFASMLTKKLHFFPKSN
Cneo AK release: Cryptococcus neoformans cell lysis inducers, primary screen, AK release luminescence, single concentration | actives 0.2% (n = 360,000) | lysis activity, % at 15 µM | C. neoformans lysis, adenylate kinase release luminescence, 4 h; normalised: neutral wells 0, clomiphene wells 100;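 active means mean lysis activity across replicates of at least 80%, whatever share of replicates individually reach that level; inactive means mean lysis activity below 80%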
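Test system: log-phase Cryptococcus neoformans yeast cells; Quantity: yeast cell density of 5 × 10^6 cells/mL; Buffer or medium: YPD; Doses: single compound concentration per well; Timing: 4 h at 37 °C static, read 1 h later; Measured by: AK luminescence; Read-out basis: lysis from increased AK signal; Control set: Clomiphene as positive control.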
Numbers without * were called inactive; x = no result given; & = joins results of further samples; ! = not confirmed by another sample; [ ] = another dose, or the depositor's remark. The order is random. Share with any hit: about 2.5%.

#1 Nc1nc(N)nc(-c2cc(C(F)(F)F)ccc2Cl)n1
#2 CN(C)CCCNC(=O)C[C@@H]1C=C[C@@H](NS(=O)(=O)c2ccccc2)[C@H](CO)O1
#3 CC(=O)c1cccc(NS(=O)(=O)c2cc3c(cc2C)NC(=O)CO3)c1
#4 CN(C)CC#Cc1ccc([C@@H]2[C@H]3CN(C(=O)NC4CCCC4)CCCCN3[C@H]2CO)cc1
#5 COc1ccc(S(=O)(=O)Nc2ccc3c(c2)C(=O)N([C@H](C)CO)C[C@H](C)[C@@H](CN(C)Cc2ccc(-c4ccccc4)cc2)O3)cc1
#6 O=C(CN1C(=O)NC2(CCOc3ccccc32)C1=O)NCC(F)(F)F (stereo unspecified)
#7 CCN(CC(=O)Nc1ccc(OC)cc1)C(=O)Cc1cccs1
#8 CCN1CCN(c2ccc(S(=O)(=O)N3CCCCC3)cc2NC(=O)c2sccc2C)CC1
#9 COc1ccc(-c2cc(C(F)(F)F)n3nc(C(=O)N4CCN5CCCC5C4)cc3n2)cc1OC (stereo unspecified)
#10 Cc1cc(C)nc(/N=C(\N)N2CCCCCC2)n1

compound no.,1,2,3,4,5,6,7,8,9,10
miR-122 sensor,1,-6[16.7 µM],43,6[16.7 µM],-1[16.7 µM],3,-3,x,0,3
PGC1a acetyl inh,14,-2,-1,2,2,x,11,x,-8,-10
LGR2 inh,-7,22,-11,11,-2,-8,5,-5,-5,-1
EWS-Fli inh,-4,2,x,1,-1,-1,-4,14,3,-1
FN deposition inh,-2,x,9,x,x,5,5,10,-1,-3
PAX8 reporter,0,4,-5,-2,x,11,x,8,8,-25
Casp6 inh,-1,-2,2,-2,0,-2,8,0,-3,-4
Cneo AK release,2,15,0,0,1,x,0,0,2,0

#11 CCNC(=O)C[C@@H]1CC[C@@H]2[C@H](COC[C@H](O)CN2Cc2ccc(Cl)c(Cl)c2)O1
#12 Cc1cc(Br)ccc1SCC(=O)OCC(=O)NC1CCCC1
#13 C/C(=C\c1ccccc1)C(=O)n1nnc2ccccc21
#14 Cc1cc(C)cc(OCC(=O)OCC(=O)NC2CCCC2)c1
#15 COc1cccc(-c2sc3ccc(OC)cc3c2-c2ccc(OCCN3CCOCC3)cc2)c1
#16 O=C1CCCCC1C(=O)c1ccccc1 (stereo unspecified)
#17 CCN(CC(=O)NCc1cccs1)C(=O)CCCOc1ccccc1
#18 Cc1[nH][nH]c(=O)c1C=NCc1cccnc1
#19 O=C(NCc1cccc(Cl)c1)c1ccc(-n2ccnc2)c2ccoc12
#20 C[C@@H]1CN([C@@H](C)CO)S(=O)(=O)c2ccc(C#CCN(C)C)cc2O[C@@H]1CN(C)Cc1cccnc1

compound no.,11,12,13,14,15,16,17,18,19,20
miR-122 sensor,11[16.7 µM],2,-9,x,x,x,0,-2,-4,15[16.7 µM]
PGC1a acetyl inh,8,-4,-2,x,x,x,0,x,-52,10
LGR2 inh,-7,-13,x,14,-7,2,-4,-11,-41,0
EWS-Fli inh,-2,6,-1,1,14,4,-7,-2,0,-5
FN deposition inh,-1,5,x,1,-3,2,8,-5,1,-1
PAX8 reporter,-2,8,x,1,28,-24,8,6,-2,x
Casp6 inh,-3,0,1,3,0,-2,-76,-2,7,-2
Cneo AK release,46,0,0,0,-1,x,0,0,7,3

#21 CO[C@@H]1CN(C)C(=O)c2cc(NS(=O)(=O)c3cn(C)cn3)ccc2OC[C@H](C)NC[C@H]1C
#22 CCOC(=O)c1c(Nc2ccc(Cl)cc2)sc(/C=C2\C=Nc3ccccc32)c1O
#23 O=C(Nc1ccc(CN2CCCCC2)cc1)c1cc(Br)ccc1Cl
#24 CC1(C)Cc2c(C#N)c(N3CCN(C(=O)c4ccco4)CC3)nc(-c3ccco3)c2CS1
#25 O=C(Nc1ccc2c(c1)OCO2)c1ccc(Br)o1
#26 NC(=O)c1c(NC(=O)Cn2nc(C(=O)O)c3ccccc3c2=O)sc2c1CCCC2
#27 O=C(Cc1ccccc1[N+](=O)[O-])NCc1ccncc1
#28 CC(C)(C)C(C(=O)NCc1ccccc1)N1CCN(C(=O)C2CCCO2)CC1 (stereo unspecified)
#29 CC1(C(=O)NCc2ccncc2)Cc2c(-c3cccc(C(F)(F)F)c3)ccnc2O1 (stereo unspecified)
#30 O=C(COc1ccccc1)NC1CCCN(Cc2ccccc2F)C1 (stereo unspecified)

compound no.,21,22,23,24,25,26,27,28,29,30
miR-122 sensor,x,107*!,0,-1,11,0,x,x,5,-5
PGC1a acetyl inh,11,-1&17,-2,3,3,-5,x,x,-8,-3
LGR2 inh,-20,-9,16,x,-68,4,-16,-14,-4,3
EWS-Fli inh,-2,-2,-6,x,-50,-13,1,2,5,3
FN deposition inh,-2,4,8,5,x,-7,-3,9,5,6
PAX8 reporter,x,5,9,-9,x,9,3,16,x,-3
Casp6 inh,3,3,-2,x,0,-2,-1,0,-1,-4
Cneo AK release,x,-1&-2,x,-3,7,x,-3,x,1,0

#31 CC(=O)c1cccc(OCc2cc(C(=O)N(C)CCC3CCOCC3)no2)c1
#32 O=C(C[C@@H]1CC[C@@H](NC(=O)CN2CCOCC2)[C@@H](CO)O1)NCCc1ccccc1
#33 C/C(=C\c1cccc(Br)c1)C(=O)c1c(C)cc(C)[nH]c1=O
#34 CC(C)C[C@H]1CN(CCCC[C@H]2CNC(=O)C(=O)N2CC2CCCCC2)C(=O)C(=O)N1CCc1ccccc1
#35 C[C@@H]1CN([C@@H](C)CO)C(=O)CCCn2cc(nn2)CO[C@@H]1CN(C)Cc1cccc2c1OCCCO2
#36 CCN(CC)c1ccc(C=N/C(C#N)=C(\N)C#N)cc1
#37 O=C(C[C@H]1CC[C@@H](NC(=O)C2CC2)[C@H](CO)O1)NCC1CC1
#38 CCN1C(=O)c2ccccc2S(=O)(=O)c2ccc(C(=O)N3CCOCC3)cc21
#39 COc1cccc(C(=O)NC(=S)Nc2ccccc2N2CCCCC2)c1
#40 Fc1ccc(NCc2ccccc2F)cc1Cl

compound no.,31,32,33,34,35,36,37,38,39,40
miR-122 sensor,-4,x,-2,x,1[16.7 µM],-10,x,6,-2,2
PGC1a acetyl inh,-21,-11,x,x,2,3,9,1,x,-8
LGR2 inh,-30,1,27,22,1,-56,-8,4,5,13
EWS-Fli inh,-85,-1,1,11,-1,x,-5,3,20,-17
FN deposition inh,1,x,4,3,-14,-2,x,-7,-3,x
PAX8 reporter,-132,-5,8,23,x,x,x,50,x,x
Casp6 inh,-1,0,4,6,0,x,-4,4,-1,-4
Cneo AK release,2,0,-2,x,33,x,-3,-3,-2,1

#41 COc1ccc(C2N(c3ccc(Cl)cc3)C(=O)C3CCCN32)cc1 (stereo unspecified)
#42 O=C(O)CSC(C(=O)Nc1ccc(Br)cc1)c1ccccc1 (stereo unspecified)
#43 COCc1cc(N2CCNC[C@@H]2C)ccc1N1C[C@@H](C)O[C@@H](C)C1
#44 CCOC(=O)c1c[nH]c(=S)n1C
#45 CCCCn1c(CN2CCN(c3ccc(F)cc3)CC2)nc2c1c(=O)n(C)c(=O)n2C
#46 Cc1ccc(C(=O)Cn2ncsc2=N)cc1
#47 Cc1ccc(S(=O)(=O)C2(C(=O)N3CCCC(C)C3)CC2)cc1 (stereo unspecified)
#48 CCOC(=O)C(CC)n1cnc2c(nnn2-c2cccc(OC)c2)c1=O (stereo unspecified)
#49 O=C(COc1ccccc1[N+](=O)[O-])Nc1ccc2c(c1)CCC2
#50 CC(C)NC(=O)N(C)C[C@@H]1Oc2ccc(NC(=O)Nc3cccc4ccccc34)cc2CC(=O)N([C@H](C)CO)C[C@@H]1C

compound no.,41,42,43,44,45,46,47,48,49,50
miR-122 sensor,1,x,x,x,x,-3,5,x,-6,0[16.7 µM]
PGC1a acetyl inh,x,x,x,-11,x,-2,8,x,-4,-3
LGR2 inh,-3,2,11,x,28,-29,-13,-30,-69,17
EWS-Fli inh,2,13,-3,-14,1,x,4,-14,-69,-2
FN deposition inh,-2,x,4,-6,-4,-1,x,5,-7,x
PAX8 reporter,-5,-3,-2,-46,1,x,x,-33,-107,5
Casp6 inh,1,0,-6,-5,-2,x,1,1,-5,x
Cneo AK release,5,x,x,x,11,-2,-1,0,0,1

Some of the entries so far, with values under each structure:
Order of results: miR-122 sensor | PGC1a acetyl inh | LGR2 inh | EWS-Fli inh | FN deposition inh | PAX8 reporter | Casp6 inh | Cneo AK release
#40 Fc1ccc(NCc2ccccc2F)cc1Cl
→ 2 | -8 | 13 | -17 | x | x | -4 | 1
#41 COc1ccc(C2N(c3ccc(Cl)cc3)C(=O)C3CCCN32)cc1 (stereo unspecified)
→ 1 | x | -3 | 2 | -2 | -5 | 1 | 5
#42 O=C(O)CSC(C(=O)Nc1ccc(Br)cc1)c1ccccc1 (stereo unspecified)
→ x | x | 2 | 13 | x | -3 | 0 | x
#43 COCc1cc(N2CCNC[C@@H]2C)ccc1N1C[C@@H](C)O[C@@H](C)C1
→ x | x | 11 | -3 | 4 | -2 | -6 | x
#44 CCOC(=O)c1c[nH]c(=S)n1C
→ x | -11 | x | -14 | -6 | -46 | -5 | x
#45 CCCCn1c(CN2CCN(c3ccc(F)cc3)CC2)nc2c1c(=O)n(C)c(=O)n2C
→ x | x | 28 | 1 | -4 | 1 | -2 | 11
#46 Cc1ccc(C(=O)Cn2ncsc2=N)cc1
→ -3 | -2 | -29 | x | -1 | x | x | -2
#47 Cc1ccc(S(=O)(=O)C2(C(=O)N3CCCC(C)C3)CC2)cc1 (stereo unspecified)
→ 5 | 8 | -13 | 4 | x | x | 1 | -1

More entries follow.
#51 COCc1[nH]c(=S)[nH]c(=O)c1C
#52 O=C(COC(=O)c1cccs1)NC12CC3CC(CC(C3)C1)C2
#53 CN(C[C@H]1N[C@@H](CO)[C@H]1c1ccc(C2=CCCC2)cc1)S(C)(=O)=O
#54 COc1ccccc1-c1nn2c(C(F)(F)F)nnc2s1
#55 CCN(CC)S(=O)(=O)c1ccc(O)c(C(=O)OCC(=O)N2c3ccccc3CC2C)c1 (stereo unspecified)
#56 COc1ccc(S(=O)(=O)Nc2ccc3c(c2)C(=O)N([C@@H](C)CO)C[C@@H](C)[C@H](CN(C)C(=O)Nc2ccc(C(F)(F)F)cc2)OCCCC[C@H](C)O3)cc1
#57 CC1=C(c2ccc(C)cc2)S(=O)(=O)N(CC(=O)O)C1=O

compound no.,51,52,53,54,55,56,57
miR-122 sensor,-4,x,-14[16.7 µM],22,-12,-4[16.7 µM],-1
PGC1a acetyl inh,-1,x,7,x,7,-16,-1
LGR2 inh,-4,-15,-19,x,-8,18,7
EWS-Fli inh,0,14,3,x,10,5,x
FN deposition inh,2,-4,-2,5,2,10,-7
PAX8 reporter,9,-1,-10,-11,31,18,x
Casp6 inh,-3,1,-4,x,-1,-1,x
Cneo AK release,3,x,-2,3,-7,-2,0

Source: PubChem
